SRC2 inh: inhibits human steroid receptor coactivator 2. inhibition, % at 9 µM. HEK293 GAL4-SRC2 luciferase reporter, luminescence. Q15596. 0.17% of 370,000 active. AID 651957;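 active = inhibition above the mean inhibition of all tested compounds plus 3 SD, set per campaign, cut at about 52% in these data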;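 note: 0% = DMSO treated cells and 100% = cells given Gossypol at 36 µM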
TROY signal inh: inhibitors of TROY-dependent NF-kB signaling. Q293 LMP1-TROYcd NF-kB luciferase reporter, 4 h. inhibition, % at 10 µM. 0.98% of 360,000 active. AID 1347056;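 active = compounds whose plate-normalised and pattern-corrected inhibition of the luciferase reporter signal at the single screening dose is 50% or more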
C8 TRAIL sens: sensitizes caspase-8 expressing cells to TRAIL; 1% of 360,000 active; NB7+C8 cells + TRAIL, ATPlite viability luminescence; inhibition (viability loss, TRAIL sensitization), % at 10 µM;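 active = compounds causing at least 50% loss of cell viability in the single-dose screen, relative to plate controls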
NCOA1 inh: human NCOA1 inhibition; HEK293 GAL4-SRC1 luciferase reporter, luminescence; inhibition, % at 3.6 µM; Q15788; 0.12% of 360,000 active;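 active = inhibition above the campaign mean plus 3 SD, with each screening campaign given its own cutoff, cut at about 60% in these data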;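 note: 0% = DMSO treated cells and 100% = gossypol at 36 µM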
Target sequence (Q15788 whole entry, looked up, the tested form may be a part): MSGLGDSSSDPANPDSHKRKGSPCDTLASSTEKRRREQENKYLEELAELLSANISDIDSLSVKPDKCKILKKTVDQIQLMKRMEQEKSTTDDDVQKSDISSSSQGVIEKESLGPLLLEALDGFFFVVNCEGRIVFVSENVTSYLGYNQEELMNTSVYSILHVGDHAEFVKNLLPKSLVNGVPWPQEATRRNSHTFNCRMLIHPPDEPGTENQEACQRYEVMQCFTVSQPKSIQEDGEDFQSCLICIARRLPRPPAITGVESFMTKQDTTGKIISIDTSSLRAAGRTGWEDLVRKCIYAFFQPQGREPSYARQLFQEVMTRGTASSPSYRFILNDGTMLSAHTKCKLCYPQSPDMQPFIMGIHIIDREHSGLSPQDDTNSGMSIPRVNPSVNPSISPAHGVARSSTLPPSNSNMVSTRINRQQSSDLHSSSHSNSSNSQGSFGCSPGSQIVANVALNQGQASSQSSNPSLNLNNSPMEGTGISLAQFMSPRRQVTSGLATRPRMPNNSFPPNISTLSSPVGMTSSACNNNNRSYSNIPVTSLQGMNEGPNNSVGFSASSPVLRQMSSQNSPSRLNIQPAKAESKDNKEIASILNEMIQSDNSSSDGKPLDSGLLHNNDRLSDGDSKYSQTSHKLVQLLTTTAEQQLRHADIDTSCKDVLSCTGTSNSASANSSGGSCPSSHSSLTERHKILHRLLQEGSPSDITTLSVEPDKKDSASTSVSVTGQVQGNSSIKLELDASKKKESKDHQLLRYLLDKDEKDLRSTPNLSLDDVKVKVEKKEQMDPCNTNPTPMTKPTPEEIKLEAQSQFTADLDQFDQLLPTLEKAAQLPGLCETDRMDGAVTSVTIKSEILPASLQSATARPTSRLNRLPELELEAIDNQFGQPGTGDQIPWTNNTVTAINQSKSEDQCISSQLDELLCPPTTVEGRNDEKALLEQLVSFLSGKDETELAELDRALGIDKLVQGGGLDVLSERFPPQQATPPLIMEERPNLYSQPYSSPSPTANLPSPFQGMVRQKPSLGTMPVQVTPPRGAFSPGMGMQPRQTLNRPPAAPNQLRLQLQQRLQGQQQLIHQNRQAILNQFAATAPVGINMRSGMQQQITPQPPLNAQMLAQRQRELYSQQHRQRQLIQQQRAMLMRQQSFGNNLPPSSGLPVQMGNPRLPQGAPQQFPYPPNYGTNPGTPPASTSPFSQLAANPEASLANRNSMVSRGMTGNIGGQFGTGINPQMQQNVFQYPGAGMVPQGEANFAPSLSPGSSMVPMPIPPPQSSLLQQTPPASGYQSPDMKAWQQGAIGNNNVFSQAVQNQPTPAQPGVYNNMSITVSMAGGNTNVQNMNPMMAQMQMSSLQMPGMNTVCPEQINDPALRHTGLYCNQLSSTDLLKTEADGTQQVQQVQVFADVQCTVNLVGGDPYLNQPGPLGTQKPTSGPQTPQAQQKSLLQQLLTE
LMP1 NFkB inh: Epstein-Barr LMP1 NF-kappaB reporter inhibition; LMP1-induced NF-kappaB luciferase reporter cells, luminescence; inhibition, % at 12.5 µM; 0.69% of 350,000 active; in the data active = inhibition above about 41%;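 note: 0% = neutral control wells and 100% = reference inhibitor control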
NR2F2 inh: inhibitors of human COUP-TFII (NR2F2); 0.7% of 370,000 active; P24468; inhibition, % at 8.6 µM; AID 686940; HEK293T NGFI-A luciferase reporter, luminescence;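 active = inhibition above a per-plate cutoff, mean inhibition of test wells between control levels plus 3 SD, cut at about 38% in these data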;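 note: cells cotransfected with COUP-TFII expression vector driving the NGFI-A reporter; 0% = median of COUP-TF2 test wells and 100% = reporter-only cells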
NR5A2 inv ag: suppresses constitutive activity of human LRH-1 | inhibition, % at 3.6 µM | 0.13% of 360,000 active | HEK293T StAR-luciferase reporter, LRH-1 transfected, 24 h | O00482;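 active = inhibition above the mean inhibition of all tested compounds plus 3 SD, cut at about 73% in these data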;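 note: 0% = DMSO wells and 100% = reporter-only cells lacking LRH-1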
TLR9-MyD88 inh: blocks human TLR9 binding to MyD88; CHO BLA complementation TLR9-MyD88, CCF4 FRET ratio; inhibition, % at 4.98 µM; 0.21% of 340,000 active; AID 504734;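 active = inhibition above the mean over all tested compounds plus 3 SD, cut at about 21% in these data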;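 note: 0% = DMSO only wells and 100% = clavulanate BLA inhibitor control wells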
TWEAK Fn14 block: inhibitors of TWEAK-Fn14 interaction signaling; AID 1159606; inhibition, % at 10 µM; 2% of 360,000 active; TWEAK-stimulated Fn14 reporter cells, luciferase luminescence, 8 h; in the data active = inhibition above about 50%
NOD2-RIPK2 inh: NOD2-RIPK2 protein interaction inhibition; O43353; CHO BLA complementation NOD2-RIPK2, CCF4 ratio; inhibition, % at 4.98 µM; 0.38% of 360,000 active; AID 624267; in the data active = inhibition above about 21%;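 note: 0% = vehicle only and 100% = reference blocker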
NCOA3 inh: inhibitors of human steroid receptor coactivator 3 (SRC3); Q9Y6Q9; 0.17% of 360,000 active; inhibition, % at 3.6 µM; HEK293 GAL4-SRC3 luciferase reporter, luminescence; AID 588352;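 active = inhibition above a per-campaign cutoff, the mean of all compounds plus 3 SD, cut at about 60% in these data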;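 note: 0% = DMSO-treated cells and 100% = gossypol-treated cells at 36 µM; higher means less SRC3-driven luciferase light from the GAL4 reporter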
Active calls of the source: *; . = no result given. Some of the compounds tested, so the mix of outcomes need not match the whole.

SMILES | SRC2 inh | TROY signal inh | C8 TRAIL sens | NCOA1 inh | LMP1 NFkB inh | NR2F2 inh | NR5A2 inv ag | TLR9-MyD88 inh | TWEAK Fn14 block | NOD2-RIPK2 inh | NCOA3 inh
C=CCn1c(O)c(N=Nc2ccccc2[N+](=O)[O-])c2ccccc21 | -16 | -34 | 13 | -23 | -22 | -18 | -10 | 1 | -56 | -7 | -20
COc1cccc(N2CCN(Cc3ccco3)CC2)c1 | -7 | 5 | -22 | -23 | -14 | -15 | 4 | 2 | -10 | 3 | -21
COc1cc(C)c(S(=O)(=O)N2CCN(C)CC2)cc1C | 9 | 6 | 2 | -7 | 4 | 2 | 5 | 0 | 0 | 9 | 18
O=C(Nc1nc2c(s1)COc1ccccc1-2)c1cccs1 | 22 | -3 | 1 | 15 | -165 | -74 | -7 | 5 | 40 | 13 | 3
COC(=O)C1CCN(C(=O)COC(=O)c2oc3ccccc3c2C)CC1 | -20 | -11 | 17 | -8 | -2 | 3 | -10 | -4 | 0 | -3 | 2
COc1ccc(C(O)P(=O)(OCC(C)C)c2ccc(N(C)C)cc2)c(OC)c1 (stereo unspecified) | -5 | -2 | -6 | -7 | -6 | 6 | 2 | -12 | 16 | 7 | 12
CCN(C[C@H]1N[C@@](Cc2ccccc2)(C(=O)OC)[C@H]2C(=O)N(Cc3ccccc3)C(=O)[C@@H]12)C(=O)c1ccccc1 | -15 | -7 | -16 | 6 | 1 | 2 | 4 | -2 | 10 | 2 | 13
CC(C)[C@H](NC(=O)c1ccccc1Cl)C(=O)Nc1nc(-c2ccccn2)cs1 | -7 | 0 | -15 | 5 | 1 | 13 | -3 | 4 | 21 | -1 | 4
O=C(O)c1ccccc1Nc1ccc(OC(F)F)cc1 | -4 | -21 | -6 | -17 | -5 | -13 | -23 | -3 | -92 | -6 | -1
N#Cc1ccc(NC(=O)C2=COCCO2)cc1 | -29 | -35 | 7 | -14 | -7 | -10 | -18 | 5 | 0 | -1 | -2
CCn1c2ccccc2c2cc(NC(=O)CNCc3ccccc3OC)ccc21 | 6 | -20 | 0 | 3 | 13 | 2 | 19 | -4 | -18 | 9 | -7
C=CCC(=O)N1CCC(n2nccc2NC(=O)CCOc2ccccc2)CC1 | -25 | -28 | 1 | 6 | 1 | -14 | -25 | 0 | -14 | 2 | -5
C/C(=N\Nc1nc(N2CCOCC2)nc(N2CCOCC2)n1)c1cccs1 | -23 | 14 | -4 | -13 | 1 | -14 | 13 | -3 | -14 | -4 | 0
CN1CCN(CCC(=O)N2c3ccccc3Sc3ccc(Cl)cc32)CC1 | 7 | 5 | 2 | -5 | -11 | 1 | 13 | 1 | 4 | 5 | -4
C=CCNC(=O)c1cccn1-c1ccsc1C(=O)OC | 9 | -17 | -6 | 5 | -2 | -2 | 5 | 11 | -2 | 0 | 2
O=C(Cn1c(O)c(/C=C2\C=Nc3ccccc32)sc1=O)N1CCOCC1 | -2 | -16 | 1 | -4 | -7 | -22 | -2 | 10 | 2 | -6 | 8
CC(=O)Nc1ccc(C(=O)N/C(=C/c2ccccc2)C(=O)N2CCCCC2)cc1 | -2 | -23 | -7 | -14 | 0 | -7 | -9 | 6 | 10 | 0 | 12
O=C(COC(=O)CC(c1ccccc1)c1ccccc1)NCc1ccc(Cl)cc1 | -26 | 26 | -14 | 4 | 2 | 14 | -2 | -1 | 62* | -1 | 2
Cc1ccc(N(CC(=O)NCc2ccccc2)C(=O)c2csnn2)cc1 | -13 | 13 | -4 | -23 | -11 | 10 | 8 | -7 | 11 | -1 | -1
O=C(CNc1ccccc1)N/N=C/c1cc([N+](=O)[O-])ccc1N1CCCC1 | 9 | . | -7 | 17 | 6 | -10 | 15 | 0 | 26 | -2 | -10
CC(C)Sc1nc(C(F)(F)F)cc(=O)n1-c1ccccc1 | 10 | -14 | 0 | 5 | -9 | 12 | -6 | -2 | -8 | 5 | 16
O=C(NCCc1c[nH]c2ccccc12)C1CCC(=O)N(CCc2cccc(F)c2)C1 (stereo unspecified) | 6 | 5 | -3 | -20 | -8 | -35 | -1 | 5 | 2 | -15 | -2
O=S(=O)(Nc1ccccn1)c1ccc(Cl)cc1 | 0 | 9 | 3 | 12 | -2 | 0 | -5 | 8 | -5 | 3 | 10
C=CCN1C(=O)OC2(CCCCC2)C1(C)O (stereo unspecified) | 8 | 5 | -11 | 8 | 9 | 0 | 9 | -12 | 1 | -1 | 1

Random excerpt: three compounds from above.
SMILES | SRC2 inh | TROY signal inh | C8 TRAIL sens | NCOA1 inh | LMP1 NFkB inh | NR2F2 inh | NR5A2 inv ag | TLR9-MyD88 inh | TWEAK Fn14 block | NOD2-RIPK2 inh | NCOA3 inh
Cc1ccc(N(CC(=O)NCc2ccccc2)C(=O)c2csnn2)cc1 | -13 | 13 | -4 | -23 | -11 | 10 | 8 | -7 | 11 | -1 | -1
CC(C)Sc1nc(C(F)(F)F)cc(=O)n1-c1ccccc1 | 10 | -14 | 0 | 5 | -9 | 12 | -6 | -2 | -8 | 5 | 16
O=C(COC(=O)CC(c1ccccc1)c1ccccc1)NCc1ccc(Cl)cc1 | -26 | 26 | -14 | 4 | 2 | 14 | -2 | -1 | 62* | -1 | 2

Next part:
SMILES | SRC2 inh | TROY signal inh | C8 TRAIL sens | NCOA1 inh | LMP1 NFkB inh | NR2F2 inh | NR5A2 inv ag | TLR9-MyD88 inh | TWEAK Fn14 block | NOD2-RIPK2 inh | NCOA3 inh
CN1CCN(c2ccc(NC(=O)CSc3nnnn3-c3ccccc3F)cc2)CC1 | 8 | -20 | 4 | 4 | 1 | 4 | 18 | -11 | 8 | -1 | -8
O=C1OC(Nc2ccc(Br)cc2F)c2ccccc21 (stereo unspecified) | 12 | -16 | 11 | -33 | 2 | -3 | 7 | -6 | 0 | 10 | 2
O=C(OC1CCOC1=O)c1cccc(S(=O)(=O)Nc2ccc(F)cc2)c1 (stereo unspecified) | -14 | 13 | -6 | -17 | -7 | -21 | -7 | 0 | 2 | 7 | 13
CCc1nc2c(OCc3ccc(Cl)cc3Cl)cccn2c1N(C=O)Cc1ccc(OC)cc1 | 3 | 25 | 7 | -35 | . | -13 | 0 | . | 22 | 4 | 12
Cc1ccc(S(=O)(=O)N2CCCCC2)cc1NC(=O)CNC(C)c1ccc(Cl)c(Cl)c1 (stereo unspecified) | 22 | 30 | 13 | 6 | 0 | 6 | -12 | -9 | 13 | -10 | -24
CCOC(=O)c1cc(C(=O)Nc2ccc(S(=O)(=O)Nc3ccc(OC)cc3)cc2)nn1C | -17 | 2 | 15 | 7 | -2 | 9 | -5 | 1 | 1 | -14 | 17
CC(Oc1ccccc1Cl)C(=O)N1CCCN(C)CC1 (stereo unspecified) | -3 | -14 | 8 | 10 | 4 | -17 | -2 | -4 | 9 | 0 | 14
CSc1nccn1C(=O)c1ccccc1[N+](=O)[O-] | -10 | -9 | 4 | -18 | 4 | 19 | 17 | -10 | 108* | 4 | 2
Cc1ccc(N2CC(NC(=O)C(=O)c3c(C)[nH]c4ccccc34)CC2=O)cc1 (stereo unspecified) | 15 | 10 | 4 | -25 | -2 | 15 | -5 | -1 | 3 | 7 | 5
N#CCCn1cc(/C=N/N=C2\NC(=O)C(CC(=O)O)S2)c(-c2ccc(F)cc2)n1 (stereo unspecified) | -15 | -13 | -4 | 20 | -1 | -19 | 0 | 7 | 9 | 3 | 11
CCn1c(C)c(C2=CCN(S(=O)(=O)c3ccccc3)CC2)c2ccccc21 | 21 | 2 | -2 | -1 | -4 | 8 | -3 | -4 | 22 | -5 | 17
O=P(c1ccccc1)(c1ccccc1)c1nc(-c2ccccc2)oc1NCc1ccccc1 | -16 | 29 | 4 | 15 | -7 | -8 | 12 | 8 | 10 | -4 | -29
S=C1SCN(CCN2CCOCC2)CN1Cc1ccccc1 | 13 | -1 | 8 | 7 | 30 | -5 | -5 | 7 | -4 | -12 | 6
NC1=CC(=O)C(=O)c2ccccc21 | -26 | -13 | 92* | -3 | 0 | 4 | 44 | 5 | -66 | -2 | 22
COc1cc(/C=C/C(=O)Nc2cccc(S(=O)(=O)N3CCOCC3)c2)ccc1OCC#N | -18 | 19 | -4 | 11 | -7 | -3 | 1 | -7 | 1 | 2 | 11
CC(C)COc1ccc(C(=O)N(CC(=O)Nc2ccccc2C(F)(F)F)Cc2ccco2)cc1 | 24 | -1 | 11 | -8 | 8 | 18 | -10 | 5 | 4 | 0 | -2
CCOC(=O)C1(CC2CC2)CCN(C(=O)c2cc(C3CC3)nc3ccccc23)CC1 | -38 | -71 | -4 | 7 | -25 | -2 | -17 | -5 | -16 | -6 | 3
Cc1ncc([N+](=O)[O-])n1CC(=O)N/N=C/c1ccccc1F | 11 | -2 | -2 | 6 | 2 | 3 | -5 | 2 | 8 | 4 | -7
Fc1cccc(Cl)c1C1SCc2nc3ccccc3n21 (stereo unspecified) | -5 | 7 | 16 | 4 | . | 3 | 16 | . | 19 | -2 | 7
CCCC(=O)OCC(=O)Nc1ccc(N=Nc2ccccc2)cc1 | -34 | -41 | 7 | -131 | -22 | -65 | -92 | 4 | 6 | -12 | -73
Cc1ccc(-c2nnc(SCC#CCOC(=O)c3ccco3)o2)cc1 | -11 | -42 | 14 | -42 | -4 | -22 | -27 | 1 | -8 | 3 | -28
O=C(Cc1ccsc1)Nc1ccc(S(=O)(=O)C(F)F)cc1 | 15 | -37 | -3 | -6 | -10 | 3 | -32 | 2 | -18 | -3 | -18
CN(C)c1ccc(/C=C(/NC(=O)c2ccccc2Cl)C(=O)NCCN2CCOCC2)cc1 | -2 | -19 | 9 | 3 | . | -3 | 10 | 0 | 6 | -18 | 12
Cc1cc(C(=O)NCC(=O)Nc2c(C)cccc2C)c(C)o1 | 3 | -9 | 11 | 16 | 3 | -15 | 17 | -2 | 10 | 0 | 12
COc1ccc(C)cc1-n1nnnc1SCc1cc(=O)n2cc(C)ccc2n1 | 7 | 27 | 26 | -9 | 24 | 6 | 3 | 1 | 47 | -6 | 18
COc1ccccc1Nc1nc(Cl)c(C=O)s1 | -15 | -76 | -7 | -26 | 23 | -14 | 19 | 3 | -15 | 4 | -15
CC(OC(=O)Cn1cnc2c1c(=O)n(C)c(=O)n2C)C(=O)c1ccccc1 (stereo unspecified) | 1 | -21 | -3 | -2 | -2 | 4 | 13 | 2 | -1 | -2 | 3
CN(Cc1cccs1)C(=O)Cc1csc(-c2ccccc2)n1 | -30 | -65 | -4 | -34 | -26 | -27 | -65 | -11 | -5 | 2 | -67
CCOC(=O)c1[nH]c(C)c(/C(O)=C2\C(=O)C(=O)N(CCN3CCOCC3)C2c2cccs2)c1C (stereo unspecified) | -27 | 32 | 7 | -6 | -8 | 11 | 20 | 1 | 24 | 3 | -7
CC1CCN(Cc2ccc(-c3nn[nH]n3)cc2)CC1 | -29 | 2 | -3 | 7 | -1 | 1 | -23 | -19 | 10 | -2 | -11
CC(C)(C)NC(=O)CSc1nc(O)cc(=O)[nH]1 | 16 | 19 | 4 | -1 | -13 | -13 | -6 | 4 | 5 | 14 | 2
COC(=O)c1cc(OC)c(OC)cc1NC(=S)N1CCN(C/C=C/c2ccccc2)CC1 | -16 | 19 | -11 | 17 | 11 | 9 | 30 | -4 | 15 | -3 | 13
